FLuc counter – firefly luciferase modulation, counter-screen for miR-21 project; P08659; Potency, µM (doses to about 57.5 µM), for inactives: top-dose activity change, negative = inhibition, actives largely listed as inhibitors; 6.9% of 360,000 active; purified FLuc, Km substrates, luminescence inhibition;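 note: plate controls were vehicle for no effect and reference inhibitor for full effect; nearly all actives have a fitted effect of over 55% in size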
Target sequence (P08659 whole entry, looked up): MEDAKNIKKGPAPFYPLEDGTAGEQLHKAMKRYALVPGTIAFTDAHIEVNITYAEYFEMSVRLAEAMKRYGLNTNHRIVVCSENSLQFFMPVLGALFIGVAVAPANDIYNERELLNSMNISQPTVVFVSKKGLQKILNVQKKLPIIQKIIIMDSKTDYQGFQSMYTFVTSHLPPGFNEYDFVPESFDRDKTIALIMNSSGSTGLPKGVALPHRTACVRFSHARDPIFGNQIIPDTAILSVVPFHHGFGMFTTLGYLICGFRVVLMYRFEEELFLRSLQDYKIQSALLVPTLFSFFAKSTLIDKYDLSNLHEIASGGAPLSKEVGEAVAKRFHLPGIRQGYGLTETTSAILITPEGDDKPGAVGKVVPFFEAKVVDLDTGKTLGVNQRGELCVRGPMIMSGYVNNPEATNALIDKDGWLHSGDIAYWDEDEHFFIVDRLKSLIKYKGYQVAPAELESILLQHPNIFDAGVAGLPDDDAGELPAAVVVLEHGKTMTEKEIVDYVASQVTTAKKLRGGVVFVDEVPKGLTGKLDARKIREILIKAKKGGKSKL
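Purified P. pyralis luciferase (10nM final) with 10uM D-luciferin and 10uM ATP (Km levels) in 50mM Tris acetate pH 7.5, 10mM Mg acetate, 0.01% Tween-20, 0.05% BSA; qHTS 6-point titration, ~60 µM downward; luminescence read.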
Gal4-VP16 FLuc – inhibits Gal4-VP16 luciferase reporter, ROR gamma counter-screen | Drosophila S2 Gal4-VP16 UAS-luciferase, luminescence, 20 h | Potency, µM (top dose mostly 53.6 µM), for the others: top-dose activity, negative = inhibition, usual class: inhibitors | 3.5% of 310,000 active;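 note: Gal4-VP16 expression switched on by copper sulfate through the metallothionein promoter; % is set by controls: 0 for no effect and ±100 for the full control effect; nearly all actives have a fitted effect of over 50% in size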
MLL CXXC-DNA inh – MLL CXXC-DNA interaction inhibition | Potency, µM (doses to about 115 µM), inactives show top-dose activity change, negative = inhibition, usual class: inhibitors | MLL-CXXC / FITC-HOXA9 DNA fluorescence polarization | Q03164 | 0.037% of 290,000 active; active = well fitted inhibition curve with a large enough effect in the polarisation, with a control signal flat, not every such curve was filed as active; inconclusive = small, poorly fitted or top-dose-only effect, or effect the other way, or a change in a side signal; inactive = no such curve, though single readings can be large or run the other way; the % refers to the polarisation
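Fluorescence polarization: 7 uM MLL-CXXC (stock) preincubated 5 min with compounds, then 50 nM fluorescein-HOX-A9 DNA (stock) added; 30 min ambient. Buffer 50 mM Tris-HCl pH 7.5, 50 mM NaCl, 1 mM DTT, 0.05% BSA.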
uPA generation – cell surface uPA generation inhibition. Potency, µM (highest dose often 38.3 µM), inactives show top-dose activity change, negative = inhibition, actives largely listed as inhibitors. cell surface uPA generation assay, qHTS. 0.31% of 330,000 active. AID 540303; active = well fitted inhibition curve with a large enough effect; inconclusive = small, poorly fitted or top-dose-only effect; inactive = no such curve, though single readings can be large or run the other way; tested in mouse RAW 264.7 cells; note: % is set by controls: 0 for no effect and ±100 for the full control effect; nearly all actives have a fitted effect of over 55% in size
p53 reactivation – mutant p53 re-activation in reporter cells; H1299 p53-A138V BP100-luciferase reporter, luminescence, 24 h; Potency, µM (highest dose often 92.2 µM), without a hit: top-dose activity change, positive = activation, hits mostly activators; 0.063% of 320,000 active; note: % of control where 0% means no effect; nearly all actives have a fitted effect of over 45% in size
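H1299 (p53-null), stable ts p53-A138V + BP100-Luc; 1000 cells/well, Opti-MEM/10% FBS; cpd 4 pt, 1:5; 24 h, 37 deg C, 5% CO2; detection reagent 10 min RT; luminescence.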
RORgamma inh – ROR gamma (mouse) transcription inhibition | P51450 | Drosophila S2 Gal4-RORgamma UAS-luciferase reporter, 20 h | Potency, µM (doses to about 53.6 µM), for the others: at the top dose activity change, negative = inhibition, most hits filed as inhibitors | 5.4% of 310,000 active; note: % is set by controls: 0 for no effect and ±100 for the full control effect; nearly all actives have a fitted effect of over 60% in size
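ROR gamma transcriptional activity was tracked as Gal4-UAS luciferase output in stably transfected Drosophila Schneider cells, with compound added 1 hr before 700 uM copper sulfate induction and a 20 hr ambient-temperature incubation.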
MBNL1 CUG block – MBNL1-poly(CUG) RNA binding inhibition. TR-FRET MBNL1-His/biotin-(CUG)12 binding, 665/545 ratio. Potency, µM (series often up to 57.5 µM), for the others: at the top dose activity change, negative = inhibition, actives largely listed as inhibitors. 0.036% of 280,000 active; active = well fitted inhibition curve with a large enough effect in the signal ratio, with a control signal flat, not every such curve was filed as active; inconclusive = small, poorly fitted or top-dose-only effect, or effect the other way, or a change in a side signal; inactive = no such curve, though single readings can be large or run the other way; the % refers to the signal ratio; note: % is set by controls: 0 for no effect and ±100 for the full control effect
Target sequence (Q9NR56 whole entry, looked up): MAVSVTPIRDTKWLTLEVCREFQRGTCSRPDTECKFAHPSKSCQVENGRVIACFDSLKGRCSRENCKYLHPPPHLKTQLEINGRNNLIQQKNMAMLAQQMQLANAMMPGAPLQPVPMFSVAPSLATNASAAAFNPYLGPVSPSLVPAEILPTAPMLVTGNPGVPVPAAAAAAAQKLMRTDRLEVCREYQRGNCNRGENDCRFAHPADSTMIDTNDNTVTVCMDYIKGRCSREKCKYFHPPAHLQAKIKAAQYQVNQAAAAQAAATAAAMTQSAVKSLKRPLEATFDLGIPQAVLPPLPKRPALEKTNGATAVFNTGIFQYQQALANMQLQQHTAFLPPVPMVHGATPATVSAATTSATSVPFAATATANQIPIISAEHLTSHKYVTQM
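MBNL1-His + Biotin-(CUG)12, cpd titration 92 nM–58 uM; Tb anti-His Ab 0.055 ng/ul, SA-XL665 5 nM (final); 60 min RT; ratiometric 665/545 nm, Ex 340 nm; normalized to buffer and full-complex controls.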
Rab9 prom act – activators of Rab9 promoter | Huh7 Rab9 promoter-luciferase reporter, luminescence, 24 h | Potency, µM (top dose mostly 9.22 µM), inactives show at the top dose activation, negative = inhibition, hits mostly activators | 2.8% of 320,000 active | AID 485297; note: % of control where 0% means no effect; nearly all actives have a fitted effect of over 60% in size
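Huh7 cells stably carrying a Rab9 promoter-luciferase reporter, 1500 cells per well in OP-MEM I with 10% FBS, treated with compound 24 hours at 37C. Luciferase activity read by luminescence after 10 minutes with Amplite reagent.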
NPC1 promoter act – NPC1 promoter activation; Huh7 NPC1 promoter luciferase reporter, 24 h; Potency, µM (highest dose often 9.22 µM), for inactives: at the top dose activation, most hits filed as activators; 2.4% of 320,000 active; AID 485313;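 note: % of control where 0% means no effect; nearly all actives have a fitted effect of over 60% in size; reporter is driven by a mutant NPC1 promoter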
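Stably transfected Huh7 (NPC1 promoter→luciferase), 1500 cells/well in Opti-MEM + 10% FBS, 2 h settle, then compound 24 h at 37 °C. Luminescence after 10 min with Amplite reagent.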
BRCA1 expr act – increases BRCA1 expression. MCF7-BRCA1-FFLuc reporter, luminescence, 48 h; response scale: scaled: vehicle 0%, 10 µM genistein 100%. Potency, µM (titrated, usually from 46.1 µM), for inactives: at the top dose activation, actives largely listed as activators. 1.1% of 380,000 active; note: nearly all actives have a fitted effect of over 80% in size; some results filed as inactive show a strong effect at the top dose
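Using MCF7 cells harboring a BRCA1 firefly luciferase reporter, plated 2 h before compound pinning, the screen measured luminescence after 48 h incubation. Responses were normalized to DMSO and 10 microM genistein, then fitted for concentration-effect.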
ELG1 genotox – genotoxicity induction in ELG1-luciferase HEK293T cells; HEK293T ELG1-luciferase reporter, luminescence, 16 h; 1.3% of 330,000 active; Potency, µM (series often up to 46 µM), without a hit: top-dose activity change, positive = activation, hits mostly activators; note: % of control where 0% means no effect; nearly all actives have a fitted effect of over 60% in size
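Genotoxicity was scored as increased ELG1-luciferase reporter signal, measured by ONE-Glo luminescence (30 min, room temperature). Compound or vehicle exposure of the HEK293T reporter cells lasted 16 hr at 37°C.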
* marks the source's active call; other numbers are inactive results; u = inconclusive; x = not tested or not shown; & = joins results of further samples; [ ] = dose if it differs, or a comment. Unless noted, calls come from the whole dose curve; as a rule, active = well fitted curve in the direction sought with a large enough effect; inconclusive = small, poorly fitted or top-dose-only effect, or another doubt; inactive = no such curve, though single readings can be large; an effect the other way counts as inactive or inconclusive. Potency is the fitted concentration of half-maximal effect. A portion of the library, so the mix of outcomes need not match the whole.

SMILES | FLuc counter | Gal4-VP16 FLuc | MLL CXXC-DNA inh | uPA generation | p53 reactivation | RORgamma inh | MBNL1 CUG block | Rab9 prom act | NPC1 promoter act | BRCA1 expr act | ELG1 genotox
O=C(NCCC1CCCCN1S(=O)(=O)c1ccccc1)C(=O)NC1CCCC1 (configuration not stated) | 2% | x | x | -2% | 6% | x | x | -9% | -2% | -2% | 2%
O=C(NCc1n[nH]c(=S)n1-c1ccccc1)c1ccc(S(=O)(=O)N2CCOCC2)cc1 | 5% | 2% | -2% | x | 4% | -9% | -9% | -1% | -1% | 35% | 1%
CCOC(=O)c1cc(C(=O)NN)c(C)nc1C | 0% | 8% | 1% | 2% | 1% | -40% | -4% | -1% | -1% | 6% | -2%
CCN(CC(=O)NCc1cccs1)S(=O)(=O)c1ccc(NC(C)=O)cc1 | -3% | -2% | -1% | 17% | -1% | -16% | -2% | -5% | -1% | 15% | -4%
CCOC(=O)c1ccc(NC(=O)CC2S/C(=N/N=C3/NC(=O)CS3)NC2=O)cc1 (configuration not stated) | -4% | 10% | 1% | 0% | 0% | -30% | 4% | -7% | -2% | -14% | 0%
Cc1ccc(C(=O)N/C(=C\c2ccccc2)C(=O)NCC2CCCO2)cc1 (configuration not stated) | -1% | -4% | 12% | 2% | -3% | -6% | u | 1% | -1% | -15% | -1%
COc1ccc(S(=O)(=O)N2CCc3ccccc32)cc1C(=O)N1CCOCC1 | 0% | x | x | 9% | 7% | x | x | -2% | 1% | 5% | 1%
O=C(CCn1ccnc1)Nc1cc(Cl)ccc1O | 1% | 8% | -4% | 0% | -2% | -7% | -9% | 7% | -1% | -31% | -1%
Cc1ccc2c(c1)cc1c(=O)[nH]ncn12 | 21µM* | -7% | -2% | -8% | 13% | 8% | 15% | u | u | 11µM* | u
Cc1ccc(NC(=O)COc2ccc(C3SCCS3)cc2)cc1 | -2% | u | 0% | 3% | -4% | -4% | 4% | 0% | -1% | -32% | 1%
COc1ccc(C)cc1S(=O)(=O)NCCc1ccccc1 | 2% | -27% | -7% | x | -6% | -3% | 1% | -7% | -4% | -25% | 1%
Cc1ccc2nc(SCc3cn4cccnc4n3)[nH]c2c1 | u | 4% | 7% | 2% | 14% | u | 5% | 3% | 3% | u | 13%

Compound profiles, as listed above. Screens in order: FLuc counter | Gal4-VP16 FLuc | MLL CXXC-DNA inh | uPA generation | p53 reactivation | RORgamma inh | MBNL1 CUG block | Rab9 prom act | NPC1 promoter act | BRCA1 expr act | ELG1 genotox
Record of Cc1ccc2nc(SCc3cn4cccnc4n3)[nH]c2c1 : u | 4% | 7% | 2% | 14% | u | 5% | 3% | 3% | u | 13%
Record of COc1ccc(C)cc1S(=O)(=O)NCCc1ccccc1 : 2% | -27% | -7% | x | -6% | -3% | 1% | -7% | -4% | -25% | 1%
Record of Cc1ccc2c(c1)cc1c(=O)[nH]ncn12 : 21µM* | -7% | -2% | -8% | 13% | 8% | 15% | u | u | 11µM* | u
Record of COc1ccc(S(=O)(=O)N2CCc3ccccc32)cc1C(=O)N1CCOCC1 : 0% | x | x | 9% | 7% | x | x | -2% | 1% | 5% | 1%

More entries.
SMILES | FLuc counter | Gal4-VP16 FLuc | MLL CXXC-DNA inh | uPA generation | p53 reactivation | RORgamma inh | MBNL1 CUG block | Rab9 prom act | NPC1 promoter act | BRCA1 expr act | ELG1 genotox
O=C(COC(=O)CNC(=O)c1ccc(Cl)c([N+](=O)[O-])c1)NNC(=O)c1ccccc1F | -1% | x | x | -1% | -5% | x | x | 1% | 0% | -9% | 0%
COc1ccc(N2CC(C)Cn3c2nc2c3c(=O)n(Cc3ccccc3F)c(=O)n2C)c(OC)c1 (configuration not stated) | 2% | 0% | 11% | 8% | -1% | -8% | 23% | -1% | -1% | -20% | 0%
C=CCn1c(SCC(=O)OCc2ccccc2)nc2c1c(=O)n(C)c(=O)n2C | -1% | -10% | 25% | -5% | -1% | -20% | -7% | 3% | 3% | 3% | 0%
CSCc1cccc(C(=O)OC(C)C(=O)Nc2c(C)n(C)n(-c3ccccc3)c2=O)c1 (configuration not stated) | -2% | x | x | u | -5% | x | x | 3% | 2% | 0% | -5%
CCN(CC)S(=O)(=O)c1ccc(N2CC(C(=O)NCCc3ccc(Cl)cc3)CC2=O)cc1 (configuration not stated) | -2% | x | x | 2% | -1% | x | x | 0% | -2% | -18% | 0%
O=c1cc(CN2CCN(S(=O)(=O)c3ccccc3)CC2)nc2ccc(Cl)cn12 | -1% | x | x | -4% | -25% | x | x | -3% | -1% | -6% | 2%
CC1CN(CCOc2cccc(Oc3ccccc3)c2)CC(C)O1 (configuration not stated) | 4% | -8% | -3% | 11% | u | 25%[1.91 µM] | -3% | 3% | -5% | 0% | -4%
CCOC(=O)c1ccc(S(=O)(=O)N2CCN(C(C)=O)CC2)cc1 | -2% | -1% | 1% | -1% | 3% | 32% | -7% | -1% | -4% | -15% | -1%
C=CCN=C(C)C1=C(O)C(C)OC1=O (configuration not stated) | 0% | -2% | 12% | -2% | 8% | -2% | -1% | -3% | -2% | -20% | 2%
COC(=O)C1=C(NC(=O)c2ccc(C)c(C)c2)CCS1 | u | 2% | -3% | x | 10% | 18% | -6% | 0% | -7% | -9% | 3%
CCCN(C(=O)COC(=O)CC1CCCCC1)c1c(N)n(Cc2ccccc2)c(=O)[nH]c1=O | 3% | x | x | -3% | 2% | x | x | -2% | 0% | 12% | 0%
CC1=CC(C)=Nc2ccccc2N1 | 17µM* | -5% | 9% | -11% | 12% | 4% | 10% | -1% | -1% | 11% | 16µM*

Brought forward from above: 2 compounds, followed by the next part.
SMILES | FLuc counter | Gal4-VP16 FLuc | MLL CXXC-DNA inh | uPA generation | p53 reactivation | RORgamma inh | MBNL1 CUG block | Rab9 prom act | NPC1 promoter act | BRCA1 expr act | ELG1 genotox
CCCN(C(=O)COC(=O)CC1CCCCC1)c1c(N)n(Cc2ccccc2)c(=O)[nH]c1=O | 3% | x | x | -3% | 2% | x | x | -2% | 0% | 12% | 0%
CC1=CC(C)=Nc2ccccc2N1 | 17µM* | -5% | 9% | -11% | 12% | 4% | 10% | -1% | -1% | 11% | 16µM*
CN(Cc1ccc(Br)cc1)C(=O)CCN1C(=O)c2cccc([N+](=O)[O-])c2C1=O | 2% | 4% | 2% | 10% | -1% | 31% | u | -4% | 1% | 0% | 4%
O=C(CSc1nnc(COc2ccccc2F)n1-c1ccccc1)NC1CCS(=O)(=O)C1 (configuration not stated) | 2% | 3% | -4% | -2% | 3% | 30% | x | -7% | -4% | -23% | -3%
N#CCCN(C(=O)CSc1nc(-c2ccccc2)cn1N)c1ccc(F)cc1 | 2% | 9% | 1% | -3% | -6% | 22% | -5% | -1% | -3% | 13% | 1%
CN(C)c1ccc(C(CNC(=O)COc2ccc(Cl)cc2)N2CCCC2)cc1 (configuration not stated) | 2% | -4% | -4% | -2% | -5% | 10% | -1% | 10% | -2% | -33% | -7%
CCc1nc(NC(=O)NS(=O)(=O)c2ccccc2C(=O)OC)nc(OC)n1 | -1% | -1% | -4% | -12% | -3% | 2% | -1% | -7% | -4% | -3% | 4%
O=C(C1=C(O)C(=O)N(CCN2CCOCC2)C1c1ccc([N+](=O)[O-])cc1)c1cccs1 (configuration not stated) | -1% | -3% | -8% | 2% | 2% | -2% | 23% | 0% | -1% | 13% | 4%
Cc1c(C(=O)O)oc2c1C(O)CC(C)(C)C2 (configuration not stated) | -1%&0% | -5%&0% | -7%&4% | 4%&0% | 4%&-1% | u | u | -4%&1% | 0%&-1% | 0%&0% | 1%&0%
Cc1ccc(C(OC(=O)c2ccco2)C(=O)NC2CCCC2)cc1 (configuration not stated) | 0% | 11% | 9% | 3% | 0% | -2% | -5% | 0% | 6% | -16% | -4%
C[C@@H]1NC(=O)[C@H](CCCN=C(N)N)NC(=O)c2cc([N+](=O)[O-])cc(I)c2NCCC[C@@H](C(N)=O)NC1=O | 2% | -6% | 10% | -4% | -2% | -25% | u | -2% | -3% | 0% | 1%
O=C(Nc1cccc(F)c1)c1sc(Cl)nc1-c1ccccc1 | 0% | -5% | 10% | -3% | -9% | -10% | x | -3% | 3% | 3% | -2%

Screening results as filed in PubChem BioAssay.
